# Bioassay records (PubChem)
# SRC1 TRFRET art: counter-screen for PPARgamma SRC-1 recruitment agonists: TR-FRET artefact; TR-FRET detection artefact counter-screen, emission ratio; active compounds read high; TR-FRET ratio at 8 µM; hit rate 0.34% among 99,000; AID 1051; in the data active means TR-FRET ratio above about 2300; further: inactives centre near 1800; reference of the scale not given here
# SRC3 TRFRET art: counter-screen for PPARgamma SRC-3 recruitment agonists: TR-FRET artefact. PPARgamma/SRC-3 format; active compounds read high. TR-FRET ratio at 8 µM. hit rate 0.39% among 99,000; in the data active means TR-FRET ratio above about 2000; further: inactives centre near 1600; reference of the scale not given here
# Active calls of the source: *. The list is partial (hit frequency here may not be typical).
# Sample of the layout:
SMILES,SRC1 TRFRET art,SRC3 TRFRET art
O=C(O)CCCNC(=O)c1ccccn1,1712,1544
Cc1c(NC(=O)C(C)OC(=O)c2c3c(nc4ccccc24)CCC3)c(=O)n(-c2ccccc2)n1C (stereo not drawn),1698,1667
COC(=O)c1cc(C#N)c(N2CC(C)OC(C)C2)nc1C (stereo not drawn),2006,1754
CN(C)CCN(C(=O)c1ccccc1Cl)c1nc2c(Cl)cccc2s1,1829,1493
FC(F)(F)c1nc(NCC2CCCO2)c2nnn(Cc3ccccc3Cl)c2n1 (stereo not drawn),1901,1640
COc1ccc(-c2nn(C)c3sc(C(=O)NCc4ccco4)cc23)cc1OC,1594,1533

# Main list, from the start:
SMILES,SRC1 TRFRET art,SRC3 TRFRET art
O=C(O)CCCNC(=O)c1ccccn1,1712,1544
Cc1c(NC(=O)C(C)OC(=O)c2c3c(nc4ccccc24)CCC3)c(=O)n(-c2ccccc2)n1C (stereo not drawn),1698,1667
COC(=O)c1cc(C#N)c(N2CC(C)OC(C)C2)nc1C (stereo not drawn),2006,1754
CN(C)CCN(C(=O)c1ccccc1Cl)c1nc2c(Cl)cccc2s1,1829,1493
FC(F)(F)c1nc(NCC2CCCO2)c2nnn(Cc3ccccc3Cl)c2n1 (stereo not drawn),1901,1640
COc1ccc(-c2nn(C)c3sc(C(=O)NCc4ccco4)cc23)cc1OC,1594,1533
O=[N+]([O-])c1ccc(O)c(/C=N/NC2=NS(=O)(=O)c3ccccc32)c1,1543,1425
COc1ccc(/C=C/C(=O)Nc2ccncc2)cc1OC,1714,1485
O=C(NCCN1CCOCC1)c1cc2sccc2n1Cc1ccc(F)cc1,1985,1622
O=C(CN1CCCCC1)Nc1ccc(Br)cc1[N+](=O)[O-],1826,1422
Cc1ccc(-n2nnnc2SC(C)C(=O)Nc2ccc(Cl)cn2)cc1 (stereo not drawn),1889,1493
C#CCOCCOCCOCCNc1nc(N2CCN(C(=O)C([C@@H](C)CC)n3cc(C(N)CC(C)C)nn3)CC2)nc(N2CCN(C(=O)[C@H](CCC(=O)O)n3cc(C(N)CC(C)C)nn3)CC2)n1 (stereo partly drawn),1391,1538
O=c1cnnc(Nc2ccccc2F)[nH]1,1821,1374
COCCN(C(=S)Nc1cccc(OC)c1)C(C)c1cccs1 (stereo not drawn),1750,1690
CN=c1scc(-c2ccc(OC)cc2)n1/N=C(\C)c1cccnc1,2025,1685
COc1ccc(NC(=O)Nc2ccccc2SC)cc1OC,1765,1408
c1ccc(SCCN2CCc3ccccc3C2)cc1,1633,1596
Cc1ccc(NC(=O)c2cccc(N3C(=O)C4C5CCC(C5)C4C3=O)c2)c(C)c1 (stereo not drawn),1461,1626
CCOC(=O)CNC(=O)CSc1nccn1Cc1ccco1,2113,1759
Cc1ccc(C2CC(c3ccco3)=NN2S(C)(=O)=O)cc1 (stereo not drawn),2061,1575
Cc1ccc(NC(=O)/C(C#N)=C(\N)C(Cl)(Cl)Cl)nc1,2295,1577
CCOc1ccc(NC(=S)Nc2ccc(OC)cc2)cc1,1896,1608
COc1cccc(CNCCO)c1OCc1ccc(Cl)cc1,1709,1615
CC(CCCC(C)(C)O)NC(=O)c1ccc(OC2CCN(C(=O)C3CC3)CC2)cc1 (stereo not drawn),1672,1520
COc1ccc(CNc2nc3ccccc3n2CCN2CCCCC2)cc1,1458,1607

# Ordered by SMILES length (falling): 4 of the compounds above.
SMILES,SRC1 TRFRET art,SRC3 TRFRET art
COc1ccc(-c2nn(C)c3sc(C(=O)NCc4ccco4)cc23)cc1OC,1594,1533
Cc1ccc(-n2nnnc2SC(C)C(=O)Nc2ccc(Cl)cn2)cc1 (stereo not drawn),1889,1493
COC(=O)c1cc(C#N)c(N2CC(C)OC(C)C2)nc1C (stereo not drawn),2006,1754
O=c1cnnc(Nc2ccccc2F)[nH]1,1821,1374

# Continuation:
SMILES,SRC1 TRFRET art,SRC3 TRFRET art
Cc1nc2c(C)cccc2cc1C(=O)N/N=C/c1cccnc1,1648,1724
CC(CC(=O)Nc1ccccc1C(F)(F)F)c1ccccc1 (stereo not drawn),1574,1615
CC(C)NC(=O)CSc1nc(N)c(-c2ccccc2)c(=O)[nH]1,1726,1678
O=C(c1cccc2ccccc12)C1CCCN(C(=O)c2ccc(N3CCOCC3)cc2)C1 (stereo not drawn),1701,1532
CSc1cccc(NC(=S)NCCCN2CCN(c3ccc(F)cc3)CC2)c1,1695,1460
Cc1cc(C)n(-c2ccccc2[N+](=O)[O-])n1,2065,1455
O=C1Nc2cc(Cl)cnc2N2CCCC12 (stereo not drawn),1840,1686
CCOCc1c(C(=O)Nc2cc(OCC)c(N3CCOCC3)cc2OCC)oc2ccccc12,1647,1542
O=C(O)CC/C(=C\c1ccc(N2CCCC2)c([N+](=O)[O-])c1)c1nc2ccccc2s1,1807,1589
CC1C/C(=N/Nc2nc3ccccc3[nH]2)CC(C)(C)C1 (stereo not drawn),1573,1637
O=[N+]([O-])c1ccccc1Nc1c2ccccc2nc2ccccc12,1781,1770
COc1ccc(C2=NC(=O)/C(=C\c3cc(OC)c(OC)c(OC)c3)O2)cc1,1852,1674
COc1ccccc1CCc1nnc(CCC(=O)N(C)Cc2cccc3ncccc23)o1,1533,1567
CN(c1ccccc1)S(=O)(=O)c1ccc(Cl)nc1,1935,1879
Cc1c(NC(=O)Cc2noc3ccccc23)cccc1[N+](=O)[O-],1938,1601
Cc1nn(C)cc1CNCc1c(C(=O)N2CCCCC2)nc2c(C)cccn12,2031,1490
Cc1cc(C)nc(N(C#N)Cc2ccc(Cl)cc2)n1,1577,1448
COc1ccccc1OCCCCN1CCN(C(c2ccccc2)c2ccccc2)CC1,1767,1443
Cc1nc2ccc(S(=O)(=O)NC(C(=O)NCc3cccs3)C(C)C)cc2s1 (stereo not drawn),2053,1551
CCSc1nnc(NC(=O)CSC2=NN3CCCC(=O)N=C3S2)s1,1812,1621
S=C(Nc1ccccc1Cl)N1CCCC1,1708,1630
O=C1Nc2ccc([N+](=O)[O-])cc2OC1CCN1CCN(Cc2ccc3c(c2)OCO3)CC1 (stereo not drawn),1579,1443
COc1cc(NC(=O)CN2CCC(Cc3ccccc3)CC2)c(C)cc1[N+](=O)[O-],1578,1378
COc1ccccc1-n1c(=O)c2c3c(sc2n2c(=S)[nH]nc12)CCC3,1616,1675
O=C(O)CC(NC(=O)c1cccc([N+](=O)[O-])c1)c1ccc2c(c1)OCO2 (stereo not drawn),1906,1730
# The listing continues:
SMILES,SRC1 TRFRET art,SRC3 TRFRET art
O=[N+]([O-])c1cc(S(=O)(=O)CCCN2CCOCC2)ccc1F,1873,1574
O=c1[nH]ncc(NCc2ccc(Cl)cc2)c1Cl,1958,1567
COc1ccc(NC(=S)NC(C)Cc2cccs2)cc1 (stereo not drawn),1852,1700
COc1ccc(C(=O)Nc2nc(C)cc(C)n2)cc1[N+](=O)[O-],2015,1788
CN(CCOc1ccccc1)Cc1nc2cc(Cl)ccc2c(=O)[nH]1,1714,1645
Cc1ccc(NC(=O)c2c(C)nc3ccccn23)cc1C,1907,1508
O=C1NCCCC1C(=O)N1CCN(C(c2ccccc2)c2ccccc2)CC1 (stereo not drawn),1866,1579
CCN1/C(=C/c2ccc3cc(C)ccc3[n+]2CC)Sc2cc(C)ccc21,1885,2049
c1ccc(CCNc2nc3ccccc3n3nnnc23)cc1,2116,1499
O=C(Nc1ccc(Cl)cn1)Nc1ccccc1Cl,1829,1528
Cc1cc(Cl)ccc1C(=O)C1CCCN(C(=O)/C=C/c2cnn(C)c2)C1 (stereo not drawn),1557,1732
COc1ccc(C2Nc3cccc4cccc(c34)N2)cc1,1969,1727
CCn1nc(C(=O)Nc2ccc3nc(C)sc3c2)c2ccccc2c1=O,1936,1586
Cc1ccc(NC(=S)/N=C(\N)Nc2nc(C)c3cc(C)c(C)cc3n2)cc1C,1861,1831
O=C(O)COc1ccc(/C=N/Nc2nc(Nc3ccccc3)nc(N3CCCCC3)n2)cc1,1718,1342
CC(/C=C1\SC(=S)N(C(C(=O)O)C(C)C)C1=O)=C\c1ccccc1 (stereo not drawn),1817,1566
CCOCCCNC(=S)Nc1cc(OCC)c(NC(=O)c2ccco2)cc1OCC,1657,1682
Cc1cc(C)n2nc3nc(N4CCCC4)nc(-c4ccccc4)c3c2n1,2011,1472
COC(=O)c1cn(-c2nc(C)c3c(n2)CCC3)nn1,1449,1470
CCCCNC(=O)C(=O)N/N=C/c1cccc(Br)c1,1726,1608
S=C(NCCc1ccccc1)N1CCn2cccc2C1c1cccnc1 (stereo not drawn),1752,1733
COc1ccc(CCNC(=O)C(C(=O)c2ccccc2)n2cc(Cl)ccc2=O)cc1OC (stereo not drawn),1877,1557
CC1CCCCC1NC(=O)CSc1ccsc1[N+](=O)[O-] (stereo not drawn),1753,1449
CC(C)CN1CCNC(=O)C1CC(=O)NCCCN1CCCc2ccccc21 (stereo not drawn),1778,1572
CCCCOC(=O)CCCc1ccc([N+](=O)[O-])cc1[N+](=O)[O-],1857,1640

# One compound at a time, as listed above. Screens in order: SRC1 TRFRET art	SRC3 TRFRET art
# Record of `O=C(Nc1ccc(Cl)cn1)Nc1ccccc1Cl` → 1829	1528
# Record of `c1ccc(CCNc2nc3ccccc3n3nnnc23)cc1` → 2116	1499
# Record of `Cc1ccc(NC(=O)c2c(C)nc3ccccn23)cc1C` → 1907	1508
# Record of `COc1ccc(NC(=S)NC(C)Cc2cccs2)cc1` (stereo not drawn) → 1852	1700

# Next part.
SMILES,SRC1 TRFRET art,SRC3 TRFRET art
Cc1ccc(OCC(=O)N/N=C/c2ccccc2)c([N+](=O)[O-])c1,1826,1878
COc1ccc(C[C@@H]2CN3C(=NC[C@@H]3C)N2CCNC(=O)c2ccc(C)c(Br)c2)cc1,1844,1647
C=CCN(CC=C)C(=S)NC(=O)/C=C/c1ccc(C)cc1,1780,1529
O=[N+]([O-])c1ccc(COc2ccc(-c3[nH]ncc3-c3ccc(Cl)cc3)c(O)c2)cc1,1866,1549
COc1cccc(/C=N/NC(=O)c2[nH]nc3c2CCc2ccccc2-3)c1O,1811,1610
CCOC(=O)CC(NC(=O)Cn1nnc(-c2ccccc2)n1)c1ccc(OC)cc1 (stereo not drawn),1644,1416
Nc1ncnc(Sc2ccc(Cl)cc2)c1[N+](=O)[O-],1619,1595
CN(C)c1ccc(Cl)cc1N,1665,1640
CCCOC(=O)c1ccc(N2C(=O)c3ccccc3C2=O)cc1,1811,1466
Cc1ccc2nc(-c3ccc(N4C(=N)SC5CS(=O)(=O)CC54)cc3)sc2c1 (stereo not drawn),1701,1625
COC(C(=O)Nc1ccc(C(C)=O)cc1)c1ccccc1 (stereo not drawn),1440,1523
COC(=O)CSc1nc2c(c(-c3ccc(O)cc3)c1C#N)CCCC2,1862,1759
COc1ccc(NC(=O)c2cc3c(Cl)nc4ccccc4c3s2)c(OC)c1,1580,1487
O=C(NCc1cccnc1)c1ccccc1-c1nc(-c2ccccc2)no1,2002,1689
COc1ccc(Br)cc1/C=C/C(=O)NC(=S)Nc1ccc(Cl)c(C(=O)O)c1,1883,1455
O=c1c(-c2ccccc2)coc2c(CN3CCOCC3)c(O)ccc12,1741,1696
CN(C)CCCN1C(=O)C2CCc3[nH]c4ccccc4c3C2C1=O (stereo not drawn),2001,1505
Cc1cccc(C)c1NC1=C(Cl)C(=O)OC1OC(=O)c1ccccc1 (stereo not drawn),1806,1479
O=C(NNC(=O)c1oc2ccccc2c1-n1cccc1)c1ccco1,1729,1554
Cc1onc(-c2ccccc2Cl)c1C(=O)NC(=S)NCCc1ccccc1,1786,1717
CC(=O)Nc1ccc(OCc2nnc(-c3ccc(Cl)cc3)o2)cc1,1690,1552
CCC(C)NC(=O)c1ccccc1NC(=O)C1COc2ccccc2O1 (stereo not drawn),1609,1624
Cc1ccc(S(=O)(=O)C2CCCCC2=O)cc1 (stereo not drawn),1810,1569
O=C(c1ccccc1Br)N1CCC(c2nc3ccccc3s2)CC1,1766,1637
COc1ccc(NC(=O)c2cccc(S(=O)(=O)N(C)c3ccccc3)c2)cn1,1511,1605
# (listing goes on)
SMILES,SRC1 TRFRET art,SRC3 TRFRET art
COc1ccc(/C(CC2OC(=O)c3ccccc32)=N\NC(N)=O)cc1 (stereo not drawn),1902,1636
COc1ccc(OC)c(NS(=O)(=O)c2ccc(NC(=O)c3ccc(NS(C)(=O)=O)cc3)cc2)c1,2042,1546
CNC(=S)Nc1ccccc1-c1ccccc1,1812,1702
CCOC(=O)c1ccn(-c2nc(-c3ccco3)cc(C(F)(F)F)n2)n1,1902,1639
O=C1N(CN2CCN(Cc3ccccc3)CC2)c2ccccc2C12OCCCO2,1730,1436
O=C(Oc1ccc(-n2cnnn2)cc1)c1ccccc1,1570,1409
Cc1ccccc1Nc1nnc(SCC2CCCCO2)s1 (stereo not drawn),1555,1314
COC(=O)c1ccc(COC(=O)CCS(=O)(=O)c2ccc(C)cc2)cc1,1605,1449
COc1ccc(/C=C2\SC(=O)N(CCNC(=O)C3CCN(S(=O)(=O)c4cccs4)CC3)C2=O)cc1,1705,1518
O=C(COC(=O)/C=C/C(=O)N1CCN(c2ccccc2)CC1)NC(c1ccccc1)c1ccccc1,1634,1500
CC(C)(C)[C@H]1C=C(C(=O)N2CCN(Cc3ccc4c(c3)OCO4)CC2)O[C@@H](OCc2ccc(CO)cc2)C1,1514,1713
COc1cc(OC)cc(C(=O)OCC(=O)Nc2sccc2C(N)=O)c1,1896,1621
O=C(COc1ccc(Cl)cc1)Nc1nnc(-c2ccco2)o1,1749,1778
CC(=O)OCC1OC(OC(C)=O)C(NC(=O)Cc2ccccc2)C(OC(C)=O)C1OC(C)=O (stereo not drawn),2002,1761
O=C(CN1C(=O)C2C3c4ccccc4C(c4ccccc43)C2C1=O)Nc1cccc(C(=O)O)c1 (stereo not drawn),1804,1474
Nc1ccc(SC(F)(F)F)cc1,1937,1563
CC1=CC(C)(C)NC(=S)N1c1ccc(C)c(C)c1,1777,1429
COc1ccc(NC(=O)c2ccccc2)cc1NS(=O)(=O)c1ccc(F)cc1,1542,1565
